CSN inh = CSN deneddylation inhibition. Purified CSN, SCF-Nedd8-OG deneddylation, fluorescence polarization. inhibition, % at 12.5 µM. AID 651999. 0.38% of 360,000 active. Q92905;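 active means pattern-corrected inhibition above about 35%, with an unprinted fluorescence ratio check between 0.5 and 1.5, limit read from the data, passing the limit was not always enough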;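 further: 0% = enzyme with substrate and 100% = substrate without enzyme; some results filed as inactive read as strong as hits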
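test system = HEK293T-derived human Csn5 enzyme | amount = 0.24 nM Csn5 enzyme, final concentration | medium = Tris/NaCl/DTT buffer, pH 7.5 | schedule = 90 min reaction at room temperature | signal = FP | evaluation = inhibition of Csn5 cleavage, % | compound dosing = single dose of 12.5 µM compound with 0.25% DMSO | probe or stimulus = 10 nM SCFSkp2-Nedd8OG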
DNMT1 inh = blocks human DNA methyltransferase DNMT1 | P26358 | DNMT1 molecular beacon, Hinp1I cleavage, fluorescence | inhibition (reported as % activation of signal), % at 10 µM | 0.83% of 360,000 active | AID 588458; in the data active means inhibition above about 50%
Target sequence (P26358 504-1616 limits assumed): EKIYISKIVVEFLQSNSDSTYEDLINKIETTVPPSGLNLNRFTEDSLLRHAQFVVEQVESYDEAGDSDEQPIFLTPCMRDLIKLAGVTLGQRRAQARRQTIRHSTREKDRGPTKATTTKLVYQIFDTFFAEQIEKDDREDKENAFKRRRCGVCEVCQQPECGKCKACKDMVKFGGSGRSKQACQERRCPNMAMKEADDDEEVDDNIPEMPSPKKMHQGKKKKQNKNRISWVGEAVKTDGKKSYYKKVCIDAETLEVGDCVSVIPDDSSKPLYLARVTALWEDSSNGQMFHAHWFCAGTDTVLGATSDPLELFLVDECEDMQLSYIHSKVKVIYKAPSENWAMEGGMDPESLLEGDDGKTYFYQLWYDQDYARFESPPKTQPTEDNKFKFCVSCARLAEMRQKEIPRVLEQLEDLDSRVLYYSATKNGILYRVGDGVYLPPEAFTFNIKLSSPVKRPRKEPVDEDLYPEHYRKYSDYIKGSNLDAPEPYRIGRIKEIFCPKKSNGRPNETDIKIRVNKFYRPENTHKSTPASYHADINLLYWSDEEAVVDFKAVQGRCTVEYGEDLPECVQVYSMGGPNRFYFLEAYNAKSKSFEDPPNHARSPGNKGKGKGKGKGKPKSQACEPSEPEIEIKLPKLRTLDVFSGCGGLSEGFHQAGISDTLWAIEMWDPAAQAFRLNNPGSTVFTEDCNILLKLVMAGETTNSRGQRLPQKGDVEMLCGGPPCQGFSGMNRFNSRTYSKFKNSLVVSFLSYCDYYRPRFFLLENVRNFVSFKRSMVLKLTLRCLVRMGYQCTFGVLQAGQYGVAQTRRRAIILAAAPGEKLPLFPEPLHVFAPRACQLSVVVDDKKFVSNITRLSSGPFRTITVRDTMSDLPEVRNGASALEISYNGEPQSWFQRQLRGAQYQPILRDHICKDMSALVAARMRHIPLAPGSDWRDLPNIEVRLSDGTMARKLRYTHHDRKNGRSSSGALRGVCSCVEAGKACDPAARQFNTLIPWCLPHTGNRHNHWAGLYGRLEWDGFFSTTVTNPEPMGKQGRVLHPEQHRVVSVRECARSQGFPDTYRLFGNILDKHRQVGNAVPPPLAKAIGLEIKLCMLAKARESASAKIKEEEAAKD
MsrA inhibitor = bovine MsrA inhibition; purified bovine MsrA, absorbance read-out; inhibition, % at 15.5 µM; 0.75% of 360,000 active; in the data active means inhibition above about 4.5%;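 further: 0% = vehicle wells with enzyme and 100% = reference inhibitor wells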
NadD inh = blocks S. aureus nicotinate mononucleotide adenylyltransferase; 0.78% of 360,000 active; inhibition, % at 20 µM; purified NadD enzyme, colorimetric absorbance read-out; in the data active means inhibition above about 26%; further: some compounds past the cut are filed as inactive
Scp1 inh = Scp-1 (human) phosphatase inhibition | inhibition, % at 20 µM | Recombinant Scp1, phosphopeptide, malachite green phosphate absorbance | 0.88% of 340,000 active;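 active means inhibition above about 50% at 20 µM, limit read from the data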;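 further: plate controls were DMSO wells with enzyme for no effect and wells lacking enzyme for full effect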
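Incubation: 45 min enzyme reaction at room temperature / System: truncated SCP-1 phosphatase (76-261aa) / Reagent: Phospho 17-mer peptide substrate / Buffer or medium: Acidic Tris acetate buffer with magnesium and detergent / Signal: absorbance at 630 nm / Doses: one concentration, 20 µM, with 1.0% DMSO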
LMPTP inh = LMPTP (human) inhibition. AID 651560. inhibition, % at 20 µM. P24666. recombinant LMPTP-A, OMFP fluorogenic substrate, fluorescence intensity. 0.22% of 360,000 active;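 active means compounds that cut the enzyme signal by at least half of the control window in the single-dose screen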;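 further: plate controls were DMSO wells with enzyme plus substrate for no effect and substrate without enzyme for full effect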
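Buffer or medium: Bis-Tris pH 6.0, DTT, detergent; Assay system: LMPTP-A enzyme; Quantity: 0.625 nM enzyme; Detection: endpoint fluorescence intensity; Times: 50 min dark incubation at room temperature; Controls: substrate-only low control, DMSO enzyme-plus-substrate high control; Doses: single 20 µM dose; Read-out: percent inhibition versus substrate-only and uninhibited controls; Reagent: 400 µM OMFP.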
Rpn11 block = blocks the human proteasome subunit Rpn11 | human 26S proteasome, Ub4-pepOG fluorescence polarization; 20S core pre-blocked with epoxomicin | calls only at 20 µM | 0.59% of 360,000 active | AID 588493;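 active means inhibition at 20 µM, scaled to each plate's controls, above about 33%, limit read from the data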
STEP inh = blocks human striatal-enriched tyrosine phosphatase. recombinant STEP, OMFP fluorogenic substrate, fluorescence. inhibition, % at 20 µM. 0.25% of 360,000 active. P54829;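 active means inhibition at 20 µM, scaled per plate between control wells, above about 37%, limit read from the data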;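 further: 0% = DMSO with enzyme and substrate and 100% = substrate only without enzyme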
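System: STEP phosphatase, cell-free reaction; Buffer or medium: Bis-Tris pH 6.0 buffer with DTT, detergent; Incubation: 20 min at room temperature, dark; Measured by: fluorescence, 480/540 nm.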
SUMO1-SIM PPI = SUMO1-SIM interaction modulation; inhibition, % at 20 µM; AID 602429; 0.33% of 360,000 active; SUMO1 binding to a labelled peptide, TR-FRET, 1 h; in the data active means inhibition above about 37%
Tb MetRS inh = Trypanosoma brucei MetRS inhibition; 0.4% of 360,000 active; purified T. brucei MetRS, ATP depletion, Kinase-Glo luminescence; inhibition, % at 11.9 µM;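 active means inhibition above a per-plate cutoff of the control wells' mean inhibition plus 3 SD, cut at about 5.5% in these data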;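 further: 0% = DMSO wells median and 100% = median of wells with control inhibitor compound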
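assay system = parasite MetRS enzyme | timing = 15 min preincubation, 2 h reaction, all 25 °C | evaluation = percent inhibition relative to median high and low control wells | medium = HEPES buffer containing pyrophosphatase, BSA, spermine, DTT | compound = single dose, 11.9 µM final nominal, 0.9% final DMSO | detection = Kinase-Glo luminescence, ATP depletion format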
* hit, by the source's call; i = inactive; / = not tested or not shown.

SMILES	CSN inh	DNMT1 inh	MsrA inhibitor	NadD inh	Scp1 inh	LMPTP inh	Rpn11 block	STEP inh	SUMO1-SIM PPI	Tb MetRS inh
Cc1ccc(N(CC(=O)Nc2ccccc2C(=O)N2CCOCC2)S(C)(=O)=O)cc1	3	6	0.2	-6	-4	-0.3	i	0	1	-0.5
COc1cc(NC(=O)COC(=O)c2cnc(C)cn2)c(C)cc1[N+](=O)[O-]	-1	2	-0.3	-3	-3	-1.1	i	2	-2	-0.7
CCCCCOc1ccc(C(=O)CCN2CCOCC2)cc1	0	4	1.2	-8	-12	-1.4	i	-2	9	-0.6
CCN(CC(=O)NCc1ccc(Cl)cc1)C(=O)/C=C/c1cccs1	-3	1	2.1	-5	6	-0.4	i	1	-15	2.2
O=C(O)C(=O)Nc1ncn[nH]1	1	3	-0.7	0	/	-1.8	i	-1	6	0.4
O=C(NCc1ccccc1Cl)c1ccc2nc[nH]c2c1	2	22	0.4	2	29	8.8	i	16	7	0.1
O=C(NC(=S)N1CCc2ccccc21)c1ccccc1Br	0	-2	0.3	5	-27	-0.6	i	0	6	-0.2
COc1ccc(C)cc1Nc1ccc(C(=O)O)cc1[N+](=O)[O-]	-2	0	-0.6	-7	-7	2.1	i	2	-24	-1.0
COc1ccc(NC(=O)c2ccc(Cl)nc2)cc1S(=O)(=O)N1CCOCC1	-5	6	1.2	2	-2	-1.3	i	-3	1	-0.1
COc1ccc(C2OC(=O)CC2C(=O)NC(C)C)cc1 (stereo not drawn)	7	0	-0.6	1	2	-0.9	i	0	0	-0.8
Cc1ccc(S(=O)(=O)n2nc(OC(=O)c3c(-c4ccccc4Cl)noc3C)cc2N)cc1	2	7	-0.5	0	8	2.3	i	-1	1	-0.5
Cc1ccc(S(=O)(=O)N2CCOCC2)cc1NC(=O)COC(=O)CCn1c(C)csc1=O	4	1	-1.5	2	-5	-1.1	i	-1	-1	-0.3
O=C(c1ccc(F)cc1)c1cn[nH]c1-c1ccccc1O	-4	0	0.3	2	2	-0.2	i	1	3	-0.5
CC(C)Nc1nc(NC(C)C)nc(N(C)C(N)=O)n1	-4	4	-0.2	-5	-8	-1.2	i	-4	5	0.4
CCc1ccc(/C=C2\SC(=S)N(CCC(=O)NCCCN3CCOCC3)C2=O)cc1	0	0	0.4	-13	-7	-2.1	i	3	-34	-0.3
COc1ccccc1-c1c(C)nn2c(N3CCC(C(N)=O)CC3)cc(C)nc12	-3	-1	1.3	3	-9	0.1	i	-1	2	-0.1
CSc1ccccc1C(=O)NCCOc1cccc(C)c1	7	1	-0.6	-5	4	0.3	i	-3	1	-1.2
Cc1cc(/C(N)=N/OC(=O)Nc2ccc(Cl)cc2)no1	0	2	0.7	-2	-3	1.1	i	-2	-1	0.3
Cc1cc(C)c(C#N)c(SCc2nnc(-c3ccccc3)o2)n1	1	-1	-1.0	-2	-8	0.4	i	2	-3	-0.6
Cc1ccc(NC(=O)NCCCCc2ccccc2)cc1	2	2	0.4	0	-8	-0.3	i	2	-5	2.5
Cc1nnc(NC(=O)c2ccccc2C(=O)O)s1	-1	10	-0.6	0	-2	-0.3	i	-1	3	-1.1
Nc1ccc(N2C(=O)c3ccccc3C2=O)c(Cl)c1	-1	1	-1.1	-2	1	-0.3	i	-2	-16	-0.4
CC(C)(Oc1ccc(Cl)cc1)C(=O)N1CCN(c2ccccn2)CC1	1	-2	-0.2	-7	-3	1.8	i	3	-3	-0.6
CCN(C(=O)COC(=O)c1ccccc1SCC(=O)NC1CCCCCCC1)C1CCS(=O)(=O)C1 (stereo not drawn)	-5	3	-0.9	-4	-5	0.2	i	0	-2	0.3
CCCCC(=O)N(C)c1c(C)nc2ccc(C(=O)N3CCN(C(=O)c4ccco4)CC3)cn12	-5	1	-0.1	4	/	-6.3	i	0	2	-0.2
COc1ccc(NC(=O)CSc2nc3sc(C)cc3c(=O)n2C)c(OC)c1	0	-1	0.8	0	-7	0.3	i	1	-16	0.4
Cc1ccc(CC(NC(=O)c2ccccc2)C(=O)N2CCCC2C(=O)O)cc1 (stereo not drawn)	2	6	-0.5	-4	0	-1.2	i	-4	-1	0.1
CCn1c(SCC(=O)NC2CCCC2)nnc1-c1c[nH]c2ccccc12	2	6	-0.6	-4	-5	-1.0	i	2	-2	2.0
COC(=O)Cc1[nH]nc2c1C1(C(=O)N(Cc3ccc(Cl)cc3)c3ccccc31)C(C#N)=C(N)O2 (stereo not drawn)	-1	-11	-0.6	-1	-13	1.9	i	0	0	0.1
CC(=O)c1cccc(S(=O)(=O)NC2CCCCCC2)c1	-6	-1	0.5	-3	-10	-1.8	i	-3	-3	0.0
CCC1(C)Cc2c(sc3[nH]c(=S)n(Cc4ccccc4)c(=O)c23)CO1 (stereo not drawn)	1	-3	3.4	8	3	1.3	i	-2	4	0.2
CCCCn1c(N)c(N(CC(C)C)C(=O)CSc2nnc(C)n2-c2ccc(OC)cc2)c(=O)[nH]c1=O	-4	-1	1.0	-4	-8	-1.0	i	0	-1	-0.1
CCOc1ccc(N2C(=O)CC(NCCc3ccncc3)C2=O)cc1 (stereo not drawn)	6	0	0.9	3	-3	-4.0	i	-2	0	-0.2
CC(C)CC(N)c1csc(Nc2cnccn2)n1 (stereo not drawn)	4	3	0.9	-4	/	-2.9	i	-2	6	0.2
COc1ccc2c(c1OC)C(=O)N(c1ccc3c(c1)CCC3)C2=O	1	-4	1.0	-9	-9	0.3	i	2	-1	0.2
COc1ccc(S(=O)(=O)N(CC(=O)NCc2ccncc2)c2ccc(C)cc2)cc1OC	2	3	-0.4	-4	-5	-1.3	i	-3	0	0.0

Taken from above.
STEP inh with Cc1cc(/C(N)=N/OC(=O)Nc2ccc(Cl)cc2)no1 reads -2
DNMT1 inh with CCC1(C)Cc2c(sc3[nH]c(=S)n(Cc4ccccc4)c(=O)c23)CO1 (stereo not drawn) reads -3
LMPTP inh with CC(C)Nc1nc(NC(C)C)nc(N(C)C(N)=O)n1 reads -1.2
SUMO1-SIM PPI with COc1cc(NC(=O)COC(=O)c2cnc(C)cn2)c(C)cc1[N+](=O)[O-] reads -2
STEP inh with COc1ccc2c(c1OC)C(=O)N(c1ccc3c(c1)CCC3)C2=O reads 2

(continued)
SMILES	CSN inh	DNMT1 inh	MsrA inhibitor	NadD inh	Scp1 inh	LMPTP inh	Rpn11 block	STEP inh	SUMO1-SIM PPI	Tb MetRS inh
CCc1ccc(OCC(=O)NNC(=S)NC(=O)C2CCCCC2)c(Br)c1	-2	1	-1.6	6	-16	-2.0	i	0	7	-0.2
COc1ccc(N2C(=S)N(C(=O)c3ccccc3)C(=Nc3ccccc3)C2=Nc2ccccc2)cc1	-5	2	-0.6	10	-5	0.2	i	4	-6	-0.9
Cc1cc(C)c(NC(=O)c2ccc3c(c2)C(=O)N(Cc2cccnc2)C3=O)c(C)c1	1	0	2.0	-1	-6	1.7	i	-1	-26	-0.2
CCCCNC(=S)NC(=O)c1ccc(Cl)cc1Cl	-6	-2	0.1	-4	2	0.2	i	10	2	0.4
CCOC(=O)CSc1nc(C(C)(C)C)nc2ccccc12	0	4	-0.8	-4	-10	4.5	i	1	-3	-0.7
CCOC(=O)C(NC(=O)Cc1ccccc1)(Nc1cc(C)on1)C(F)(F)F (stereo not drawn)	0	4	0.2	2	-8	-2.4	i	1	-1	-0.2
CCOC(=O)c1c(C)oc2ccc(OC(=O)N3CCOCC3)cc12	3	0	0.1	-2	-3	0.4	i	3	-1	-0.5
CN(C)Cc1ccc(F)cc1Sc1cc(Cl)ccc1Cl	-1	9	0.0	-3	11	-1.1	i	0	-1	-1.0
CCOC(=O)c1c(NC(=O)c2c(-c3ccccc3)noc2C)sc(C)c1-c1ccccc1	-1	4	1.1	-4	-20	1.5	i	8	-2	-1.6
O=C(Cn1cnc2c(cnn2-c2ccc(Cl)cc2)c1=O)NC1CCCCC1	-3	24	0.8	3	-13	-1.0	i	2	1	0.2
O=c1[nH]c(C2CC2)nc2sc3c(c12)CCCC3	-2	-1	3.0	-1	-10	1.9	i	1	5	0.0
CCN(CC)c1ccc(/C=N/NC(=O)C(O)c2ccccc2)cc1 (stereo not drawn)	3	15	3.2	-1	-5	0.5	i	0	-22	-0.3

Part of the list above, in CSV form:
canonical_smiles,CSN inh,DNMT1 inh,MsrA inhibitor,NadD inh,Scp1 inh,LMPTP inh,Rpn11 block,STEP inh,SUMO1-SIM PPI,Tb MetRS inh
O=C(c1ccc(F)cc1)c1cn[nH]c1-c1ccccc1O,-4,0,0.3,2,2,-0.2,i,1,3,-0.5
CCc1ccc(OCC(=O)NNC(=S)NC(=O)C2CCCCC2)c(Br)c1,-2,1,-1.6,6,-16,-2.0,i,0,7,-0.2
COc1ccc(NC(=O)CSc2nc3sc(C)cc3c(=O)n2C)c(OC)c1,0,-1,0.8,0,-7,0.3,i,1,-16,0.4

Later entries.
SMILES	CSN inh	DNMT1 inh	MsrA inhibitor	NadD inh	Scp1 inh	LMPTP inh	Rpn11 block	STEP inh	SUMO1-SIM PPI	Tb MetRS inh
COc1cccc(N/C(=N/C(=S)Nc2ccc(C)cc2C)Nc2nc(C)cc(C)n2)c1	3	-1	0.3	15	8	1.7	i	5	-8	0.2
C=CCN1C(=O)/C(=C/C=C2/N(CC)c3ccc(S(=O)(=O)N(C)C)cc3N2CC)SC1=S	28	20	-1.3	0	9	9.9	/	-25	-13	0.1
CCOC(=O)C1CCCN(C(=O)Cn2c(=O)c3cccn3c3cccnc32)C1 (stereo not drawn)	-3	6	1.4	-7	3	-1.4	i	0	-2	-0.4
CCOc1ccc(-n2c(SCC(=O)Nc3ccc4c(c3)OCO4)nc3ccccc3c2=O)cc1	2	0	0.0	8	-6	2.3	i	2	1	-1.1
COc1ccc(Cc2n[nH]c(=S)n2Cc2ccccc2)cc1Cl	-4	1	-1.7	4	-4	-4.2	i	5	4	-0.7
CCCCC(=O)Nc1nnnn1CCC	-10	3	-0.2	1	-2	-1.2	i	-5	-3	-0.3
CC(=O)N1N=C(c2ccco2)CC1c1cccs1 (stereo not drawn)	21	-1	-0.2	4	-3	-1.0	i	-2	-7	0.1
COC(=O)C[C@H]1c2cc(F)ccc2S(=O)(=O)N1Cc1ccccc1	-1	5	0.7	-9	-3	-1.9	i	-2	0	0.1
COc1ccc(NC(=O)CSc2nc(O)c(Cc3ccccc3)c(=O)[nH]2)cc1	6	3	-1.1	-4	-4	-1.0	i	-1	2	-0.3
Cc1cccc(-c2nc(C#N)c(N3CCC(C)CC3)o2)c1	-1	6	-0.1	2	-9	-2.1	i	0	1	-0.9
CN(c1cccc(NC(=O)CN(c2ccc(Cl)c(Cl)c2)S(=O)(=O)c2ccccc2)c1)S(C)(=O)=O	-6	-12	1.4	-10	-9	1.1	i	-3	2	-1.2
